CCHF vOTU inh: blocks the CCHF virus ovarian tumor domain protease. inhibition, % at 11.5 µM. CCHFV vOTU protease, Pep-AMC fluorescence. 370,000 tested, 0.55% active; in the data active = inhibition above about 30%; also: 0% = vehicle wells with enzyme and 100% = no enzyme wells
BoNT-A LC inh2: inhibitors of Botulinum neurotoxin A light chain protease; multiplex microsphere protease substrate cleavage, flow cytometry; inhibition, % at 10 µM; 360,000 tested, 0.17% active; AID 588499; also: plate controls were buffer without enzyme for full effect and enzyme alone for no effect
SARS 3CLpro inh: SARS-CoV 3CLpro protease inhibition. P0C6X7. recombinant SARS-CoV 3CLpro, quenched FRET peptide cleavage. inhibition, % at 6 µM. 290,000 tested, 0.14% active. AID 1706; in the data active = inhibition above about 12%
PriA SSB inh: blocks PriA binding to SSB C-terminal tail | AlphaScreen SSBct-PriA binding, biotinylated peptide | inhibition, % at 33 µM | 430,000 tested, 0.6% active | AID 1272365; in the data active = inhibition mostly above about 37%, no sharp cut-off; inactive = mostly below about 20%;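 also: plate controls were negative control peptide for no effect and reference peptide for full effect; strong numbers were not always called active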
MazEF act: activators of E. coli MazEF toxin-antitoxin RNase; P0AE70; FAM/BHQ RNA-DNA oligo cleavage fluorescence, 5 h; activation, % at 20 µM; 350,000 tested, 0.32% active; AID 504720; in the data active = activation above about 50%
Target sequence (P0AE70 whole entry, looked up): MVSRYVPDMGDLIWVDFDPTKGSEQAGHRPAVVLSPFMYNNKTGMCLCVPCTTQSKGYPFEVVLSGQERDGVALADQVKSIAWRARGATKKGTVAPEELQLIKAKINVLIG
BoNT-F LC inh: blocks Botulinum neurotoxin F light chain protease; inhibition, % at 10 µM; Multiplex microsphere protease cleavage assay, flow cytometry; 360,000 tested, 0.22% active; AID 588497; in the data active = inhibition above about 35%, passing the limit was not always enough; inconclusive = no clear call, values can overlap the other calls; also: plate controls were buffer without enzyme for full effect and enzyme alone for no effect
Anthrax LF prot: anthrax lethal factor protease inhibition; P15917; multiplex microsphere protease cleavage assay, LF; inhibition, % at 10 µM; 360,000 tested, 0.12% active; AID 588501; also: plate controls were buffer without enzyme for full effect and enzyme alone for no effect
VHR inh abs: DUSP3 (human) phosphatase inhibition; inhibition, % at 13.3 µM; 290,000 tested, 0.52% active; P51452; recombinant VHR phosphatase, pNPP absorbance; in the data active = inhibition above about 50%; also: some compounds called inactive have numbers as strong as hits
Target sequence (P51452 whole entry, looked up): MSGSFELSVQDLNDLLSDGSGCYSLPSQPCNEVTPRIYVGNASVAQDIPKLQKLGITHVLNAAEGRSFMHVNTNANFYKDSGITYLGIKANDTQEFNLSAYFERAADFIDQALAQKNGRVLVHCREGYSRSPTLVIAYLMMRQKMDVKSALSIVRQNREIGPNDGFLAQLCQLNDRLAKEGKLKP
PrPC surface inh: reduces human prion protein on the cell surface. P04156. inhibition, % at 13.8 µM. cell surface PrPC, TR-FRET read-out. 370,000 tested, 0.43% active; in the data active = inhibition above about 24%; also: 0% = median of the test wells and 100% = reference compound wells
Rv3671c inh: Rv3671c (M. tuberculosis) protease inhibition; AID 2606; 320,000 tested, 0.048% active; P9WHR9; inhibition, % at 5.96 µM; in the data active = inhibition above about 38%;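 also: extracellular domain of Rv3671c used as enzyme; 0% = enzyme with DMSO and 100% = no enzyme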
Target sequence (P9WHR9 whole entry, looked up, the tested form may be a part): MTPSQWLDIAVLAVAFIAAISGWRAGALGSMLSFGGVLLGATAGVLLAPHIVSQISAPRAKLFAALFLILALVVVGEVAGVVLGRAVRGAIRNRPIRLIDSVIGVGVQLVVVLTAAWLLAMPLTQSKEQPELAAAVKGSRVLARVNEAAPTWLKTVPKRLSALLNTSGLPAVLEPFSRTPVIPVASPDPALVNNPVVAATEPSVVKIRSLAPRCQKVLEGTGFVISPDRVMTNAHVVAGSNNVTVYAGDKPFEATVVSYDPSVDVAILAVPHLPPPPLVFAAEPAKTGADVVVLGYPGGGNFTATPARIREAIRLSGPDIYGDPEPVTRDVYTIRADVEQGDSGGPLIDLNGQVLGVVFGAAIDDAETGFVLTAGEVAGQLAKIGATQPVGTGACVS
Starred values were filed as active, the others as inactive; & = joins results of further samples. Rule as the data show it, unless noted: active = inhibition above about 30%; inconclusive = no clear call, values can overlap the other calls; inactive = below that. The list is partial; rates above refer to the full screens.

CSc1nc(Oc2ccc(F)cc2F)cc(C(F)(F)F)n1 was read as CCHF vOTU inh 14, BoNT-A LC inh2 1.0, SARS 3CLpro inh 0, PriA SSB inh -1, MazEF act 10, BoNT-F LC inh 41*, Anthrax LF prot 3, VHR inh abs 41, PrPC surface inh 1 and Rv3671c inh 0.
Screening O=S1(=O)CCOCCCN1Cc1cccc(C(F)(F)F)c1 returned CCHF vOTU inh 6, BoNT-A LC inh2 -1.3, SARS 3CLpro inh 1, PriA SSB inh 9, MazEF act 5, BoNT-F LC inh -4, Anthrax LF prot -1, VHR inh abs 29, PrPC surface inh -6 and Rv3671c inh 1.
`N#Cc1ccc(NC(=O)COC(=O)c2cccc(S(=O)(=O)N3CCCC3)c2)cc1` gave CCHF vOTU inh 4, BoNT-A LC inh2 0.1, MazEF act -12, BoNT-F LC inh 1, Anthrax LF prot -6 and PrPC surface inh 8.
C/C(=N\N=C(/N)SC1CC(=O)N(c2cccc(Cl)c2)C1=O)c1cccs1 (centres undefined) was read as CCHF vOTU inh 29, BoNT-A LC inh2 -1.8, SARS 3CLpro inh 13*, MazEF act -9, BoNT-F LC inh -22, Anthrax LF prot -7, VHR inh abs 22, PrPC surface inh 5 and Rv3671c inh -32.
Clc1cccc(OCCn2ccnc2)c1 was read as CCHF vOTU inh -8, BoNT-A LC inh2 -3.6, SARS 3CLpro inh -2, PriA SSB inh -5, MazEF act 1, BoNT-F LC inh -10, Anthrax LF prot 9, VHR inh abs 35, PrPC surface inh 1 and Rv3671c inh 3.
For CCc1nc(N2CCCC2C(=O)O)c2oc3ccccc3c2n1 (centres undefined) the results were CCHF vOTU inh 4, BoNT-A LC inh2 -0.9, SARS 3CLpro inh -2, PriA SSB inh -14, MazEF act 5, BoNT-F LC inh -3, Anthrax LF prot -3, VHR inh abs -11, PrPC surface inh -2 and Rv3671c inh -7.
Screening CC1(C)CC(=O)c2c(nc(SCC(=O)Nc3nsc(-c4ccccc4)n3)c(C#N)c2-c2ccccc2)C1 returned CCHF vOTU inh -4, BoNT-A LC inh2 0.3, SARS 3CLpro inh 4, PriA SSB inh -2&-13, MazEF act -48, BoNT-F LC inh 2, Anthrax LF prot -2, VHR inh abs 20, PrPC surface inh -2 and Rv3671c inh -12.
For CCc1cccc(NC(=S)N(CCN(C)C)C(C)c2ccncc2)c1 (centres undefined) the results were CCHF vOTU inh -14, BoNT-A LC inh2 -0.2, SARS 3CLpro inh -3, PriA SSB inh -1, MazEF act 5, BoNT-F LC inh 2, Anthrax LF prot -2, VHR inh abs 15, PrPC surface inh 2 and Rv3671c inh 1.
COc1ccccc1N1CCN(C2CC(=O)N(C)C2=O)CC1 (centres undefined) was read as CCHF vOTU inh -9, BoNT-A LC inh2 0.2, SARS 3CLpro inh -4, PriA SSB inh -14, MazEF act -6, BoNT-F LC inh -13, Anthrax LF prot -8, VHR inh abs -8, PrPC surface inh -5 and Rv3671c inh -4.
CCCOC(=O)C1C2c3ccccc3C(c3ccccc32)C1C(=O)O (centres undefined) was read as CCHF vOTU inh 3, BoNT-A LC inh2 -0.5, SARS 3CLpro inh 2, PriA SSB inh -4, MazEF act 0, BoNT-F LC inh -5, Anthrax LF prot -1, VHR inh abs 27, PrPC surface inh 2 and Rv3671c inh 1.
For CC1CCc2cc(F)ccc2N1C(=O)CSc1nnc(-c2cccs2)n1C (centres undefined) the results were CCHF vOTU inh -6, BoNT-A LC inh2 inconclusive, SARS 3CLpro inh -1, PriA SSB inh -11, MazEF act 4, BoNT-F LC inh -3, Anthrax LF prot -3, VHR inh abs 22, PrPC surface inh 1 and Rv3671c inh -4.
`CC(=O)Nc1ccc(OC(=O)c2cc3ccccc3oc2=O)cc1` gave CCHF vOTU inh 9, BoNT-A LC inh2 0.1, SARS 3CLpro inh 0, PriA SSB inh 1, MazEF act 0, BoNT-F LC inh 4, Anthrax LF prot -2, VHR inh abs 8, PrPC surface inh -2 and Rv3671c inh 0.
`COc1ccc(NC2CCCN(C(=O)CCN3CCOCC3)C2)cc1` (centres undefined) gave CCHF vOTU inh -2, BoNT-A LC inh2 -0.7, SARS 3CLpro inh -3, PriA SSB inh -4, MazEF act 5, BoNT-F LC inh -4, Anthrax LF prot -2, VHR inh abs 64, PrPC surface inh 6 and Rv3671c inh -11.
COc1ccccc1OCC(=O)NCC1CCCN(Cc2cnn(C(C)C)c2)C1 (centres undefined) was read as CCHF vOTU inh -2, BoNT-A LC inh2 4.0, SARS 3CLpro inh -1, PriA SSB inh -2, MazEF act 7, BoNT-F LC inh -5, Anthrax LF prot 0, VHR inh abs 18, PrPC surface inh -5 and Rv3671c inh 4.
CC(C)NC(=O)c1ccccc1NC(=O)Cc1ccc([N+](=O)[O-])cc1 was read as CCHF vOTU inh 7, BoNT-A LC inh2 -0.2, SARS 3CLpro inh 4, PriA SSB inh 0, MazEF act 3, BoNT-F LC inh -4, Anthrax LF prot -4, VHR inh abs 22, PrPC surface inh -8 and Rv3671c inh -2.

Compounds shown so far that contain a COOH group, in the order listed:
For CCc1nc(N2CCCC2C(=O)O)c2oc3ccccc3c2n1 (centres undefined) the results were CCHF vOTU inh 4, BoNT-A LC inh2 -0.9, SARS 3CLpro inh -2, PriA SSB inh -14, MazEF act 5, BoNT-F LC inh -3, Anthrax LF prot -3, VHR inh abs -11, PrPC surface inh -2 and Rv3671c inh -7.
CCCOC(=O)C1C2c3ccccc3C(c3ccccc32)C1C(=O)O (centres undefined) was read as CCHF vOTU inh 3, BoNT-A LC inh2 -0.5, SARS 3CLpro inh 2, PriA SSB inh -4, MazEF act 0, BoNT-F LC inh -5, Anthrax LF prot -1, VHR inh abs 27, PrPC surface inh 2 and Rv3671c inh 1.

Next results:
CCC(NC(=O)Cc1c(C)c2c(cc(C)c3c(C)c(C)oc32)oc1=O)C(=O)O (centres undefined) was read as CCHF vOTU inh -27, BoNT-A LC inh2 -4.8, SARS 3CLpro inh -4, PriA SSB inh 8, MazEF act 10, BoNT-F LC inh -6, Anthrax LF prot 4, VHR inh abs 13 and PrPC surface inh -1.
For Cc1ccc2nc(/C(C#N)=C\c3ccc(Oc4ccc(C(F)(F)F)cc4[N+](=O)[O-])cc3)[nH]c2c1 the results were CCHF vOTU inh -11, BoNT-A LC inh2 1.9, SARS 3CLpro inh 4, PriA SSB inh -5, MazEF act -5, BoNT-F LC inh 7, Anthrax LF prot 0, VHR inh abs -2, PrPC surface inh 4 and Rv3671c inh -10.
For COc1ccc(/C=N/Nc2nonc2N)c(OC)c1 the results were CCHF vOTU inh 5, BoNT-A LC inh2 -0.1, SARS 3CLpro inh 3, MazEF act 5, BoNT-F LC inh -4, Anthrax LF prot -2, VHR inh abs 2, PrPC surface inh -4 and Rv3671c inh -3.
`COc1ccc([N+](=O)[O-])cc1NC(=O)CCc1ccccc1` gave CCHF vOTU inh 12, BoNT-A LC inh2 0.0, SARS 3CLpro inh -5, PriA SSB inh 1, MazEF act 0, BoNT-F LC inh -2, Anthrax LF prot -1, VHR inh abs 3, PrPC surface inh -14 and Rv3671c inh -9.
For CC1(C)Cc2cccc(OCC(=O)N3CCN(S(=O)(=O)c4ccc(F)cc4)CC3)c2O1 the results were CCHF vOTU inh -6, BoNT-A LC inh2 1.1, SARS 3CLpro inh -6, PriA SSB inh -2, MazEF act 4, BoNT-F LC inh 3, Anthrax LF prot 4, VHR inh abs 15, PrPC surface inh 0 and Rv3671c inh -2.
O=C(Cn1nnc2ccccc21)OCC(=O)c1ccc(Cl)c(Cl)c1 was read as CCHF vOTU inh -5, BoNT-A LC inh2 0.5, SARS 3CLpro inh 1, PriA SSB inh -2, MazEF act 6, BoNT-F LC inh 2, Anthrax LF prot -4, VHR inh abs -23, PrPC surface inh 4 and Rv3671c inh 0.
Screening CCn1ncc(Br)c1C(=O)Nc1ccc2c(c1)OCCO2 returned CCHF vOTU inh -12, BoNT-A LC inh2 0.9, SARS 3CLpro inh 2, PriA SSB inh 1, MazEF act 8, BoNT-F LC inh -2, Anthrax LF prot 1, VHR inh abs -3, PrPC surface inh 0 and Rv3671c inh 2.
O=C(CSc1nnc(-c2cccnc2)n1Cc1ccco1)NCc1ccc2c(c1)OCO2 was read as CCHF vOTU inh -4, BoNT-A LC inh2 2.1, SARS 3CLpro inh -4, PriA SSB inh -10, MazEF act 3, BoNT-F LC inh 8, Anthrax LF prot 13, VHR inh abs 18, PrPC surface inh -7 and Rv3671c inh -7.
Screening O=C(O)c1cc(N/N=C2/CC(c3ccccc3)Oc3ccccc32)ccc1Cl (centres undefined) returned CCHF vOTU inh -4, BoNT-A LC inh2 -1.9, SARS 3CLpro inh 8, MazEF act -6, BoNT-F LC inh -13, Anthrax LF prot 2, VHR inh abs -7, PrPC surface inh 8 and Rv3671c inh -2.
For CCN1CCN(C(=O)c2oc(=O)c3ccccc3c2-c2ccc(C)cc2)CC1 the results were CCHF vOTU inh 3, BoNT-A LC inh2 -0.4, SARS 3CLpro inh 5, PriA SSB inh -9, MazEF act 1, BoNT-F LC inh -4, Anthrax LF prot 2, VHR inh abs -10, PrPC surface inh -1 and Rv3671c inh -2.
`Cc1cc(S(=O)(=O)N2CCOCC2)ccc1OCC(=O)N1CCC(C)CC1` gave CCHF vOTU inh -3, BoNT-A LC inh2 2.5, SARS 3CLpro inh 3, PriA SSB inh -19, MazEF act 5, BoNT-F LC inh 20, Anthrax LF prot 10, VHR inh abs 31, PrPC surface inh -7 and Rv3671c inh 1.
For CN1CCN(C(=O)c2ccc(NS(=O)(=O)c3cccc([N+](=O)[O-])c3)cc2)CC1 the results were CCHF vOTU inh 12, BoNT-A LC inh2 2.6, PriA SSB inh 3, MazEF act 8, BoNT-F LC inh -3, Anthrax LF prot 1 and PrPC surface inh 1.
Screening CC1(C)C2CC=C(CN3CCOCC3)C1C2 (centres undefined) returned CCHF vOTU inh 3, BoNT-A LC inh2 1.2, SARS 3CLpro inh -1, PriA SSB inh -20, MazEF act 5, BoNT-F LC inh 1, Anthrax LF prot -1, VHR inh abs 6, PrPC surface inh 1 and Rv3671c inh 5.
Screening CCCc1cc(=O)[nH]c(SCC(=O)Nc2nonc2C)n1 returned CCHF vOTU inh 8, BoNT-A LC inh2 -0.6, SARS 3CLpro inh 2, PriA SSB inh -8, MazEF act 2, BoNT-F LC inh -3, Anthrax LF prot 3, VHR inh abs 16, PrPC surface inh 2 and Rv3671c inh 1.
Screening CCN(CC(=O)NCc1cccs1)C(=O)/C=C/c1ccc(OC)c(OC)c1 returned CCHF vOTU inh 5, BoNT-A LC inh2 4.1, PriA SSB inh -11, MazEF act -3, BoNT-F LC inh 0, Anthrax LF prot 1, PrPC surface inh -9 and Rv3671c inh -1.
For COc1cccc(-c2[nH]nc3c2C(c2ccc(C)o2)C(C#N)=C(N)O3)c1 (centres undefined) the results were CCHF vOTU inh 9, SARS 3CLpro inh -2, PriA SSB inh 5, MazEF act 4, VHR inh abs 42, PrPC surface inh -3 and Rv3671c inh -14.
For O=C(Nc1cc(C(F)(F)F)ccc1-n1cnc2ccccc21)c1ccccc1 the results were CCHF vOTU inh 8, BoNT-A LC inh2 -0.7, SARS 3CLpro inh -2, PriA SSB inh 1, MazEF act 1, BoNT-F LC inh -12, Anthrax LF prot 0, VHR inh abs -5, PrPC surface inh -2 and Rv3671c inh 6.
CCN(CC(O)CON=C1c2ccccc2-c2ccccc21)S(=O)(=O)c1ccc(C)cc1 (centres undefined) was read as CCHF vOTU inh 1, BoNT-A LC inh2 0.2, SARS 3CLpro inh 4, PriA SSB inh -18, MazEF act -11, BoNT-F LC inh -10, Anthrax LF prot -4, VHR inh abs -10, PrPC surface inh 5 and Rv3671c inh -57.
`CN(C)CCn1c2ccccc2c2nc3ccc([N+](=O)[O-])cc3cc21` gave CCHF vOTU inh -9, BoNT-A LC inh2 1.0, SARS 3CLpro inh -4, PriA SSB inh 1, MazEF act 5, BoNT-F LC inh inconclusive, Anthrax LF prot 4, VHR inh abs 21, PrPC surface inh 5 and Rv3671c inh 4.

Bioassay records (PubChem BioAssay)
